From PubChem BioAssay
SENP1 inh – human SENP1 catalytic domain inhibitors, primary screen, biochemical, FRET, uHTS; inhibition, % at 10 µM; 360,000 tested, 0.21% active; Sentrin-specific protease 1 (Homo sapiens), Q9P0U3; recombinant SENP1 catalytic domain, CyPet-SUMO1-YPet FRET cleavage;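 active means inhibition at least 30% at 10 µM, raw YFP signal under a set limit, fluorescence ratio 0.5 to 1.5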;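 further: 0% = enzyme with DMSO and 100% = no enzyme wells; some results filed as inactive read as strong as hits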
Target sequence (Q9P0U3 419-644 limits assumed): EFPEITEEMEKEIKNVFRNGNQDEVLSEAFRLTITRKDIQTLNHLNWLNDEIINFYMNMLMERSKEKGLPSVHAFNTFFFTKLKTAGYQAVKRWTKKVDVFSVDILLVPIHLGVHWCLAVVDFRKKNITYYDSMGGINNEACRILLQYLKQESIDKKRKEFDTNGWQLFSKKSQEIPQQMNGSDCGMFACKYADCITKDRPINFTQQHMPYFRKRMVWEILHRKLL
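Test system: recombinant human SENP1 catalytic domain, His6-tagged / Medium: pH 8 Tris buffer with EDTA, NaCl, BME, BSA, NP40, catalase / Also added: SUMO1 FRET substrate flanked by Cypet and Ypet, 25 nM / Times: 50 min reaction at room temperature / Signal: FRET, CFP and YFP emission / Control set: no-enzyme low control and enzyme-plus-DMSO high control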
Apaf-1 inh – inhibitors of human Apaf-1 apoptosome, primary screen, biochemical, DEVD-Rh110 fluorescence, uHTS; reconstituted apoptosome caspase-3 activity; inhibition, % at 20 µM; 330,000 tested, 0.71% active; AID 489030, 2010; active means inhibition of at least 40% at 20 µM;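 further: plate controls were DMSO wells for no effect and DEVD-CHO caspase inhibitor wells for full effect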
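Material: reconstituted apoptosome with Apaf-1, cytochrome c, caspase-9, procaspase-3, dATP. Technique: Rh110 fluorescence intensity. Buffer or medium: pH 7.5 Hepes buffer with CHAPS, BSA, DTT. Times: 30 min plus 50 min, RT.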
PfG6PD inh – PfG6PD enzyme inhibitors, primary screen, biochemical, fluorescence intensity, uHTS; AID 504690, 2011; glucose-6-phosphate dehydrogenase-6-phosphogluconolactonase (Plasmodium falciparum 3D7); inhibition, % at 20 µM; 350,000 tested, 0.78% active; PfGluPho enzyme, NADPH resazurin-diaphorase fluorescence;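 active means inhibition reaching at least a set limit at 20 µM in the primary screen, cut at about 59% in these data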;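 further: 0% = DMSO wells with substrate and 100% = DMSO wells lacking glucose-6-phosphate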
SENP6 inh – SENP6 protease inhibitors, primary screen, biochemical, luminescence, uHTS; Sentrin-specific protease 6 (Homo sapiens), Q9GZR1; Recombinant SENP6 catalytic domain, aminoluciferin luminescence; inhibition, % at 10 µM; 330,000 tested, 1.8% active; AID 2599, 2010;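 active means inhibition above about 50% at the single tested dose, limit read from the data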;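 further: plate controls were DMSO wells with enzyme for no effect and DMSO wells lacking enzyme for full effect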
SENP8 block-1 – human SENP8 protease inhibitors, primary screen, biochemical, fluorescence, Nedd8 protein substrate, uHTS; inhibition, % at 20 µM; Sentrin-specific protease 8 (Homo sapiens), Q96LD8; recombinant SENP8; 360,000 tested, 0.64% active; AID 602440, 2012; in the data active means inhibition mostly above about 40%, no sharp cut-off; inactive means mostly below about 27%
Target sequence (Q96LD8 whole entry, looked up): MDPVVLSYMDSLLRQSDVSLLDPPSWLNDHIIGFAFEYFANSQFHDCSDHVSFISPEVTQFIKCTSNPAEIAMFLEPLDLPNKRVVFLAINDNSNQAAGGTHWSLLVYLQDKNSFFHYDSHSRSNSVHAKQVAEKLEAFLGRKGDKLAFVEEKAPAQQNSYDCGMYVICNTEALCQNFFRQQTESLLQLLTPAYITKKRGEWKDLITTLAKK
HKDC1 inhibitor – HKDC1 hexokinase inhibitors, primary screen, biochemical, fluorescence, uHTS; Q2TB90; recombinant HKDC1, G6PDH/diaphorase resazurin coupled fluorescence; inhibition, % at 20 µM; 340,000 tested, 0.16% active;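 active means inhibition above about 35% when tested at 20 µM, limit read from the data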;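 further: plate controls were DMSO wells with enzyme for no effect and DMSO wells lacking enzyme for full effect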
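Incubation: 90 min at room temperature in dark / Material: recombinant HKDC1 (HK5) hexokinase enzyme, produced in-house / Quantity: enzyme 5 µg/mL final / Compound: one dose of 20 µM, 1% DMSO / Reagent: glucose and ATP substrates / Buffer or medium: Tris pH 8.0 buffer with MgCl2, Tween-20, BSA, BME / Technique: resorufin fluorescence at 613 nm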
SENP7 inh – SENP7 protease inhibitors, primary screen, biochemical, luminescence, uHTS; inhibition, % at 5 µM; 330,000 tested, 1.5% active; Sentrin-specific protease 7 (Homo sapiens), Q9BQF6; recombinant SENP7, Z-RLRGG-aminoluciferin luminescence, 40 min;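 active means inhibition above about 50% at the single test dose, limit read from the data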;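 further: plate controls were DMSO with enzyme for no effect and no enzyme buffer wells for full effect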
Target sequence (Q9BQF6 706-1050 limits assumed): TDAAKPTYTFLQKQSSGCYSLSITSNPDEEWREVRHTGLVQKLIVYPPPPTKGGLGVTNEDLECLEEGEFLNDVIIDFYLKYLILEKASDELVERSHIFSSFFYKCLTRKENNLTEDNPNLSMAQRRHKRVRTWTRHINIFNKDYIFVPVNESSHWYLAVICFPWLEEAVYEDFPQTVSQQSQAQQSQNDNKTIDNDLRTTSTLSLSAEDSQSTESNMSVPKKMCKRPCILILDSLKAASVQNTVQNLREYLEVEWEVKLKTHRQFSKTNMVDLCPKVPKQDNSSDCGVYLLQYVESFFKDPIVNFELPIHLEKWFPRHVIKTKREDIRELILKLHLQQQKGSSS
SENP8 block-2 – SENP8 protease inhibitors, primary screen, biochemical, luminescence; inhibition, % at 10 µM; 330,000 tested, 1.2% active; purified SENP8, Z-RLRGG-aminoluciferin cleavage; Sentrin-specific protease 8 (Homo sapiens), Q96LD8; AID 2540, 2010; in the data active means inhibition above about 50%
The depositor's hits bear a star.

canonical_smiles | SENP1 inh | Apaf-1 inh | PfG6PD inh | SENP6 inh | SENP8 block-1 | HKDC1 inhibitor | SENP7 inh | SENP8 block-2
Cc1ccc(-n2cnc3scc(-c4cccs4)c3c2=O)cc1 | 2 | 12 | -14 | -4 | -142 | -5 | 9 | 2
CCS(=O)(=O)N1CCC(c2nc3ccccc3[nH]2)CC1 | 0 | 1 | 2 | 7 | 3 | -6 | 10 | 10
CCCC1(c2ccccc2)NC(=O)N(CC(=O)Nc2ccccc2C(F)(F)F)C1=O (configuration not stated) | -3 | 0 | 6 | -2 | 5 | 3 | -3 | -9
COc1ccc(C/C(C)=N/NC(=S)Nc2ccc(Cl)cc2)cc1 | 1 | -1 | 17 | 1 | 10 | -2 | 3 | -3
CC1CN(C(=O)/C(C#N)=C2\N=C(NC(=O)c3ccc(F)cc3)c3ccccc32)CC(C)O1 (configuration not stated) | 2 | 10 | -24 | -18 | 30 | -1 | 5 | 7
CCCC1c2ccsc2CCN1C(=S)NC (configuration not stated) | 3 | 10 | 22 | -32 | -7 | -2 | 12 | -11
COc1ccccc1/C=N/NC(=O)c1cc2c(OC)c(OC)ccc2[nH]1 | 1 | 7 | 24 | -4 | -31 | 4 | -3 | -1
CCC1CCC2(CC1)NC(=O)N(CC(=O)Nc1ccc(OC)cc1)C2=O (configuration not stated) | 3 | -4 | -10 | -18 | 10 | -2 | 17 | 1
Cn1c(=O)n(CC(N)=O)c(=O)c2c1nc1n2CCCN1Cc1ccccc1 | 2 | 3 | -5 | -3 | 23 | -3 | 4 | 10
O=C(Cn1cc2c(n1)CCCC2)N1CCCC1 | 0 | -8 | 6 | 3 | 23 | -7 | -1 | 10
COc1ccc(S(=O)(=O)N2CCN(Cc3cccnc3)CC2)cc1 | 2 | 6 | -3 | -21 | -2 | 1 | 15 | -10
CCN(CC)C(=O)CN1CCN(Cc2ccc3c(c2)OCO3)CC1 | -1 | 5 | -1 | -19 | 10 | -3 | -10 | -7
CC(C)n1cnc2c(oc3ccccc32)c1=O | -2 | -4 | 6 | 10 | 0 | -4 | 4 | 0
COc1ccc(CNC(=O)c2cc3cccc(O)c3oc2=N)cc1 | 0 | 33 | 11 | -12 | 12 | 0 | -2 | -5
COc1cc(/C=C/CN2CCC(Oc3ccc(C(=O)N4CCCC4)cc3)CC2)ccc1O | -4 | 15 | 7 | 14 | 4 | -5 | 11 | -8
Oc1ccc(Br)cc1C=Nc1cccn2cc(-c3ccccc3)nc12 | -49 | 14 | 17 | 37 | -365 | -6 | -8 | 10
O=C(Cn1cnc([N+](=O)[O-])n1)N/N=C/c1cccc(Cl)c1 | 1 | -3 | -6 | -11 | 21 | -1 | -13 | 2
CCOCc1nnc(NC(=O)c2cc(OC)c(OC)c(OC)c2)s1 | 0 | 7 | -14 | 1 | -3 | -4 | -3 | -8
O=C(CCC1CCCN(C(=O)c2ccccc2Cl)C1)N1CCN(c2ccccn2)CC1 (configuration not stated) | 1 | 0 | -19 | 7 | -25 | -2 | 13 | 4
Cc1ccc(CS(=O)(=O)Cc2ccc(C(=O)NC3CCCCCC3)o2)cc1 | 2 | 6 | 8 | -9 | 5 | -6 | 9 | -1
COc1cccc(CN2CCNC(=O)C2CC(=O)N(C)CC2CCOCC2)c1OC (configuration not stated) | -1 | -3 | 9 | 5 | 10 | -1 | 5 | -5
O=S(=O)(c1ccccc1)N1CCN(Cc2cc3c(cc2Br)OCCO3)CC1 | 0 | 12 | -7 | -4 | 15 | -4 | -1 | -2
Cc1cccc(OCCOC(=O)C2CCN(S(=O)(=O)c3cccs3)CC2)c1 | 1 | 1 | 2 | 2 | 12 | -1 | -5 | 2
Cc1cc(C)c2c3c(sc2n1)C(=O)N(C)CC(=O)N3 | -7 | -22 | 6 | 1 | 5 | -12 | -2 | -3
Cc1cccn2c(=O)c(/C=C(\C#N)C(N)=O)c(N3CCN(c4ccccc4)CC3)nc12 | -93 | 15 | 20 | 17 | -252 | 1 | 6 | -1
O=C(NNC(=O)c1ccccc1C(F)(F)F)c1csc(N2CCOCC2)n1 | 5 | -1 | -2 | 0 | 10 | -6 | -2 | 5
COc1ccc2c(c1)cc1c(=O)n(CC(=O)NCCCN3CCOCC3)nc(C)n12 | 0 | 6 | -4 | 9 | -292 | 3 | -2 | -2
Cc1ccc(S(=O)(=O)c2ccc(C)cc2)cc1 | 1 | 1 | 16 | -43 | 5 | -9 | 1 | -3
N#Cc1ccccc1NC(=O)c1ccc2c(c1)OCCO2 | 1 | -4 | -12 | 25 | 0 | 0 | -6 | -3
O=C(Nc1ccc(Cl)cc1)N1CCN(c2ccccc2)CC1 | -1 | -3 | 9 | -11 | 11 | -1 | 6 | -3

Single records, from the list above. Order of screens: SENP1 inh, Apaf-1 inh, PfG6PD inh, SENP6 inh, SENP8 block-1, HKDC1 inhibitor, SENP7 inh, SENP8 block-2
CC(C)n1cnc2c(oc3ccccc32)c1=O across the screens: -2, -4, 6, 10, 0, -4, 4, 0
Cc1ccc(S(=O)(=O)c2ccc(C)cc2)cc1 across the screens: 1, 1, 16, -43, 5, -9, 1, -3
CC1CN(C(=O)/C(C#N)=C2\N=C(NC(=O)c3ccc(F)cc3)c3ccccc32)CC(C)O1 (configuration not stated) across the screens: 2, 10, -24, -18, 30, -1, 5, 7
Cc1cccc(OCCOC(=O)C2CCN(S(=O)(=O)c3cccs3)CC2)c1 across the screens: 1, 1, 2, 2, 12, -1, -5, 2
COc1ccc(S(=O)(=O)N2CCN(Cc3cccnc3)CC2)cc1 across the screens: 2, 6, -3, -21, -2, 1, 15, -10

Returning to the listing with the two entries that preceded the break.
canonical_smiles | SENP1 inh | Apaf-1 inh | PfG6PD inh | SENP6 inh | SENP8 block-1 | HKDC1 inhibitor | SENP7 inh | SENP8 block-2
N#Cc1ccccc1NC(=O)c1ccc2c(c1)OCCO2 | 1 | -4 | -12 | 25 | 0 | 0 | -6 | -3
O=C(Nc1ccc(Cl)cc1)N1CCN(c2ccccc2)CC1 | -1 | -3 | 9 | -11 | 11 | -1 | 6 | -3
C/C(=N\NC(=O)c1ccco1)c1ccc(NC(=O)c2cccs2)cc1 | 0 | -7 | -2 | -5 | 0 | -1 | -5 | -3
O=C(NCc1ccco1)C1CCN(C(=O)Cc2ccccc2)CC1 | -2 | -2 | -17 | -10 | 16 | -11 | 0 | -4
COc1cccc(C2CC(c3cccs3)Nc3ncnn32)c1 (configuration not stated) | 18 | 4 | 12 | -12 | -7 | 1 | 7 | -1
COc1cccc(NC(=O)CN(C)C(=O)c2cccc(S(=O)(=O)Nc3ccccc3OC)c2)c1 | 0 | -3 | -5 | 8 | 9 | -1 | 6 | -5
CC(C)(C)OC(=O)N1CCC(C(=O)N[C@@H](Cc2ccccc2)C(=O)O)(c2ccccc2)CC1 | 2 | 4 | -20 | -10 | 7 | -15 | -4 | -14
COCCNC(=O)c1onc(CCl)c1C(=O)OC | 0 | -10 | -1 | -8 | 9 | 0 | -10 | 1
Cc1cc2cc(CNS(=O)(=O)c3ccc4ccccc4c3)ccc2n1C | -6 | 16 | 11 | 8 | -35 | 1 | 5 | 0
O=C1CCCC2=C1C(c1ccsc1)CC(=O)N2c1ccccc1F (configuration not stated) | 1 | 1 | -1 | -1 | 5 | -4 | 2 | -2
CCCSc1nc(NCc2ccco2)c2c3c(sc2n1)COC(C)(CC)C3 (configuration not stated) | -5 | 16 | 29 | 0 | -146 | 2 | -3 | 2
CC(OC(=O)c1ccc2c(c1)OCO2)C(=O)NC1CCCCC1C (configuration not stated) | 0 | -8 | 8 | -12 | 9 | -3 | 7 | -11
N/C(CCN1CCOCC1)=N/O | 1 | -13 | 0 | -3 | 10 | -6 | -1 | -3
Cc1ccc(-c2nc3cccnc3o2)cc1NC(=O)COc1ccc(C(C)(C)C)cc1 | 1 | 19 | 15 | -27 | -74 | 8 | 7 | -8
CCOc1ccccc1/C=C(\C#N)C(=O)Nc1cccc(C(=O)O)c1 | -2 | -10 | -18 | -8 | 8 | 3 | 0 | -10
O=C(CS(=O)(=O)c1ccccc1)NCc1ccccc1 | 1 | 1 | 3 | 4 | 5 | -3 | -4 | 4
CCn1ccnc1CNC(=O)C1CCC(=O)N(Cc2ccccc2F)C1 (configuration not stated) | 0 | -2 | -5 | -6 | -6 | 3 | 18 | -7
O=C(CSc1nnc(-c2cccc(Cl)c2)o1)Nc1ccc2c(c1)OCCO2 | -1 | 9 | -2 | -12 | 9 | 2 | -12 | -18
Cc1c(CCOC(=O)CC23CC4CC(CC(C4)C2)C3)sc[n+]1Cc1ccccc1 | -1 | 18 | 11 | 2 | 17 | 2 | 7 | 0
Cc1ccccc1N1CC(C(=O)N2CCc3ccccc32)CC1=O (configuration not stated) | -2 | 11 | -8 | -2 | 5 | -1 | 1 | 1
CC(=O)Nc1ccc(NC(=O)COC(=O)c2cc(S(=O)(=O)N3CCCC3)ccc2O)cc1 | 0 | 8 | -3 | -22 | -392 | -4 | -4 | -7
NC(=O)C1CCCN(CC(=O)Nc2cc(S(=O)(=O)N3CCOCC3)ccc2N2CCCC2)C1 (configuration not stated) | 0 | -9 | -2 | 2 | 3 | -7 | 4 | 0
CC(=O)CCc1oc2ccccc2c1-c1ccccc1 | 0 | 4 | -5 | -7 | 2 | -4 | 6 | 6
CCc1nc2sc3c(c2c(=O)o1)CCCC3 | 3 | 9 | 21 | -8 | 14 | 3 | -4 | -7
CN(C(=O)c1cccnc1)c1nnc(-c2ccccn2)s1 | 1 | -1 | -8 | -13 | -22 | 5 | -8 | -1
CCOC(=O)N1CCN(C(=O)/C(=C/c2cccc3ccccc23)NC(=O)c2ccc(OC)cc2)CC1 | -4 | 13 | 4 | 3 | -3 | -12 | 3 | -4
O=C(CNC(=O)c1ccco1)N/N=C/c1cc(Br)ccc1O | -88 | 0 | -34 | -2 | -222 | -8 | -3 | 4
Clc1cccc(Nc2ncnc3ccc(Br)cc23)c1 | 5 | 3 | 21 | -19 | -137 | -4 | -2 | -11
COc1cc(-c2noc(C)c2C(=O)NCCc2cccs2)cc(OC)c1OC | 0 | 16 | 12 | -7 | 7 | -3 | -5 | -11
COc1ccc(OCCC(=O)OCC(=O)NC2CCCCC2)cc1 | -1 | -2 | 14 | 2 | 4 | -5 | 2 | -3
